Screening results from PubChem BioAssay.
mHTT CaM bind – mutant huntingtin-calmodulin interaction inhibitors – biochemical, AlphaScreen, primary screen | inhibition, % at 15 µM | AlphaScreen His-mHTT/GST-CaM binding, luminescence | AID 1671202, 2021 | actives 3.6% (n = 190,000) | P42858;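 further: 0% = both proteins with DMSO and 100% = one protein alone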
Target sequence (P42858 whole entry, looked up, stated change not applied): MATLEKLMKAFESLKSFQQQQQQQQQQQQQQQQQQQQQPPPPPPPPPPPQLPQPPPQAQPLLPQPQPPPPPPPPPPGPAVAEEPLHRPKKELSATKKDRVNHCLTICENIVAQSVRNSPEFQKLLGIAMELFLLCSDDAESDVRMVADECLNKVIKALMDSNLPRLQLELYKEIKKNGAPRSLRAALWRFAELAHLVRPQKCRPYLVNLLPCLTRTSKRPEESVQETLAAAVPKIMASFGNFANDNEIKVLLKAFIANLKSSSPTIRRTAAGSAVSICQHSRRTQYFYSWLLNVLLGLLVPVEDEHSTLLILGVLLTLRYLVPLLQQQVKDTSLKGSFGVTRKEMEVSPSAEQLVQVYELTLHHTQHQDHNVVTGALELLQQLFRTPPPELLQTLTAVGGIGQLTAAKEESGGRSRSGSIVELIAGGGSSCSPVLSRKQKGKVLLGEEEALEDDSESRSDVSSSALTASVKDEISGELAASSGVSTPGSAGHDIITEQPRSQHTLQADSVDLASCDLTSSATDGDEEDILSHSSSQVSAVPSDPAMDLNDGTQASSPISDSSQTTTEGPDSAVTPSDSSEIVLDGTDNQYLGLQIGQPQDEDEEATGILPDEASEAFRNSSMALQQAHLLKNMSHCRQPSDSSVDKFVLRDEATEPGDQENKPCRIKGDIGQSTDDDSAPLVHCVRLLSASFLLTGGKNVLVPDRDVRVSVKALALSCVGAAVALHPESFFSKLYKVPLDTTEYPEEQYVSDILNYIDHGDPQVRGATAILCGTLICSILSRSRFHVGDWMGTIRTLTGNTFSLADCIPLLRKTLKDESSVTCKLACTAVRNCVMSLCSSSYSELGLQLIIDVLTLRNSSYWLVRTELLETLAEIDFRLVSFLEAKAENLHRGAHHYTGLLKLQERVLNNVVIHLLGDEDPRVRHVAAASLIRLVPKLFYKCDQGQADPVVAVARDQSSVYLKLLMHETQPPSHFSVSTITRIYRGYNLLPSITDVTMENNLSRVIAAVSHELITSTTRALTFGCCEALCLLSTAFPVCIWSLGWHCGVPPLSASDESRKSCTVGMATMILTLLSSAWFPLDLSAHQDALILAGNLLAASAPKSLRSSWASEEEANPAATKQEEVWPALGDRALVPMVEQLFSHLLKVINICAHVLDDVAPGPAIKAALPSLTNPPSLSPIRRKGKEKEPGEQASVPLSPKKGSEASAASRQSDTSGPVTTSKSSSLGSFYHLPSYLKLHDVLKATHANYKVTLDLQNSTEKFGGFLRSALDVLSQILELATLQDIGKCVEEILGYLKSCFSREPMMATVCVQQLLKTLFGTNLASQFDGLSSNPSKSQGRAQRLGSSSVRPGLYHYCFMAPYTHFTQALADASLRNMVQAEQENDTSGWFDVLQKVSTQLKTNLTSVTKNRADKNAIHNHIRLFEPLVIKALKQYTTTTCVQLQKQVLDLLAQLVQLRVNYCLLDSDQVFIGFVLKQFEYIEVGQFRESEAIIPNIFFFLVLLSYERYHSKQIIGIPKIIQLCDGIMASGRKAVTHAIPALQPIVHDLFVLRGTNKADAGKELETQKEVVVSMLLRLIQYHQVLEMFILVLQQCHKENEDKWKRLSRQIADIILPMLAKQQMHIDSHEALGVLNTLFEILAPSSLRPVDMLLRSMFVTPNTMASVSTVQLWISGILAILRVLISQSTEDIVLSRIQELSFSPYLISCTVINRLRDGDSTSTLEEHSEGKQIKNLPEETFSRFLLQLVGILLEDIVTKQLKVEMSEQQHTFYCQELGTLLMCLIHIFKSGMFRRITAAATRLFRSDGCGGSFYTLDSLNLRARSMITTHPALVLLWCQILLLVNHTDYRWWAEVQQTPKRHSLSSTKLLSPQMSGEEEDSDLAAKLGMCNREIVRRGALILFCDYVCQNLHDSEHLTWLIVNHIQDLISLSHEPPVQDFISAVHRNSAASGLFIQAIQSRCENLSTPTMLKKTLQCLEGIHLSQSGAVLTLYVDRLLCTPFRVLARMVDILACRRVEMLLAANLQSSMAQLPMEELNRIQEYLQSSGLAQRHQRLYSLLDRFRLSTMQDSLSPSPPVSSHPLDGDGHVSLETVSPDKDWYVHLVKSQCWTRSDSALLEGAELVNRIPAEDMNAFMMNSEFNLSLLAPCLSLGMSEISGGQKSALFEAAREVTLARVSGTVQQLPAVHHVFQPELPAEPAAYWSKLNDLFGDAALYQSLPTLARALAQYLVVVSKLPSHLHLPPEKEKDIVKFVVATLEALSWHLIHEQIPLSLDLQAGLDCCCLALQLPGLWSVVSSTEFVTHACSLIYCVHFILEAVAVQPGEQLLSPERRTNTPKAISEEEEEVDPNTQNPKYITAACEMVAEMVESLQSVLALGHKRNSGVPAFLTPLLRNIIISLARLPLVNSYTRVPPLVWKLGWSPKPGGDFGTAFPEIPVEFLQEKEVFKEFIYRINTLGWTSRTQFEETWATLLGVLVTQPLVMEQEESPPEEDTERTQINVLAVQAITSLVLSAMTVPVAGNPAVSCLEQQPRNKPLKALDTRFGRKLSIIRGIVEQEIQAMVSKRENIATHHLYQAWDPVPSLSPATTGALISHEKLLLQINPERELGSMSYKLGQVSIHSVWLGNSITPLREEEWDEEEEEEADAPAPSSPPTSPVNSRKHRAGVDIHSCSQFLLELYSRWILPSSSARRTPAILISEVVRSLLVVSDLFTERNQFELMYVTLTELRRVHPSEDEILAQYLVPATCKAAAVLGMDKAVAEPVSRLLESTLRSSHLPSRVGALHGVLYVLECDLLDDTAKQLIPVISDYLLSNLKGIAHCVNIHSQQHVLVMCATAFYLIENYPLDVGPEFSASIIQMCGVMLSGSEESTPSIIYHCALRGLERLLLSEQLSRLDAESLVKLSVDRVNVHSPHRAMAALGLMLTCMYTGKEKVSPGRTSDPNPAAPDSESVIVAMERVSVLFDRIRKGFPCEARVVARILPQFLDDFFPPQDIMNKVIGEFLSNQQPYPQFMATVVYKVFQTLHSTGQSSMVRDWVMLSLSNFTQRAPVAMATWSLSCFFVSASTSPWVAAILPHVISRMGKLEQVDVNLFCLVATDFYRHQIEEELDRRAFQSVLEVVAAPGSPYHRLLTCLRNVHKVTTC
Pf apPOL inh – Pf-apPOL inhibitors, biochemical, fluorescence; Recombinant Pf-apPOL, molecular beacon fluorescence, 1.5 h; inhibition, % at 10 µM; actives 0.25% (n = 210,000)
Starred values were filed as active, the others as inactive; & = joins results of further samples. No stated cut-off is given here; in the data, active means inhibition above about 50%; inactive means the rest. This is a subset, so the mix of outcomes need not match the whole.

Results for COc1ccc(C(C)NC(=O)c2c(C)noc2-c2ccccc2Cl)cc1 (stereo unspecified) ?
mHTT CaM bind: -8; Pf apPOL inh: -4

Results for CCOc1ccc(C(=O)N2CCCC2c2nc(-c3ccc(OC)cc3)no2)cc1 (stereo unspecified) ?
mHTT CaM bind: -2; Pf apPOL inh: -2

What do the screens show for `CCn1c(C)nc(I)c1Cl`?
mHTT CaM bind: 6; Pf apPOL inh: 6

Results for CC(O)(CNC(=O)C(=O)NC1CCCC1)c1ccccc1 (stereo unspecified) ?
mHTT CaM bind: -11; Pf apPOL inh: -1

How did CC(C)(C)n1nc2c(c1NC(=O)C1CCCC1)CS(=O)(=O)C2 do in these assays?
mHTT CaM bind: -5; Pf apPOL inh: -5

Results for Cc1cccc(NC(=O)c2cc(S(=O)(=O)N3CC(C)CC(C)C3)ccc2F)c1C (stereo unspecified) ?
mHTT CaM bind: -1; Pf apPOL inh: 0

What do the screens show for `COc1ccc(-n2nc3cc(C)c(NC(=O)c4ccccc4[N+](=O)[O-])cc3n2)cc1`?
mHTT CaM bind: -3; Pf apPOL inh: -1

What do the screens show for `CN(C)S(=O)(=O)NCCn1nc(-c2ccco2)ccc1=O`?
mHTT CaM bind: 1; Pf apPOL inh: 2

What do the screens show for `O=C(NCc1ccc(F)cc1)c1cc2n(n1)CCCN(Cc1cccc(F)c1)C2=O`?
mHTT CaM bind: 6; Pf apPOL inh: 2

How did Cc1ccc(OCC(=O)Nc2ccc(C)cc2[N+](=O)[O-])c(C)c1 do in these assays?
mHTT CaM bind: 1; Pf apPOL inh: -1

What do the screens show for `Cc1ccc(Cl)cc1NS(=O)(=O)c1cc2c(s1)CCN(C(=O)C1CC1)C2`?
mHTT CaM bind: -3; Pf apPOL inh: 1

What do the screens show for `CCC(=O)N1CCN(c2nc3c(s2)CC(C(=O)NCc2c(C)nn(C)c2C)CC3)CC1` (stereo unspecified)?
mHTT CaM bind: 9; Pf apPOL inh: -5

How did COc1ccc(CNC(=O)C2CCc3nc(N4CCCCC4)ncc3C2)cc1 (stereo unspecified) do in these assays?
mHTT CaM bind: 12; Pf apPOL inh: 2

How did CCc1ccc2nc(N3CCC(C(=O)NCc4cccs4)CC3)sc2c1 do in these assays?
mHTT CaM bind: 1; Pf apPOL inh: -10

Results for Cc1ccc(-c2nc(C3CCN(S(=O)(=O)c4ccc(C#N)cc4)CC3)no2)cc1 ?
mHTT CaM bind: -4; Pf apPOL inh: -8

What do the screens show for `COc1ccccc1N(C(F)F)S(=O)(=O)c1cccs1`?
mHTT CaM bind: -8; Pf apPOL inh: -6

What do the screens show for `CC(=O)N1CCN(c2nc3c(s2)CC(C(=O)NCc2ccc(F)cc2F)CC3)CC1` (stereo unspecified)?
mHTT CaM bind: 4; Pf apPOL inh: -5

How did CSC(=NS(=O)(=O)c1cc(C(F)(F)F)cc(C(F)(F)F)c1)N1CCCCCC1 do in these assays?
Pf apPOL inh: 0

How did CC(=O)N1CCN(c2nc3c(s2)CC(C(=O)Nc2ccc(F)c(F)c2)CC3)CC1 (stereo unspecified) do in these assays?
mHTT CaM bind: 24; Pf apPOL inh: -5

How did CC12CCC(C(=O)N(Cc3ccccc3)Cc3ccccc3)(C(Br)C1=O)C2(C)C (stereo unspecified) do in these assays?
mHTT CaM bind: 3; Pf apPOL inh: -12

How did COc1ccc(-c2nnc(-c3ccc(C)cc3)o2)cc1 do in these assays?
mHTT CaM bind: 1; Pf apPOL inh: -3

Results for COc1cccc(CCC(=O)N2CCC(c3n[nH]c(C)n3)CC2)c1 ?
mHTT CaM bind: 3; Pf apPOL inh: 11

What do the screens show for `CCCNC(=O)c1cc2c(s1)CN(C1CC1)C2`?
mHTT CaM bind: 31; Pf apPOL inh: 3

What do the screens show for `CCC(CC)C(=O)Nc1c(C)cccc1C`?
mHTT CaM bind: -7; Pf apPOL inh: -1

Results for COC(=O)C1CN(Cc2ccc(Cl)cc2)CCS(=O)(=O)N1Cc1cn(Cc2ccc(C)cc2)nn1 (stereo unspecified) ?
mHTT CaM bind: 19; Pf apPOL inh: -5

How did CC1C(=O)N(c2cccc3ccccc23)CCN1C(=O)c1cccc(Cl)c1 (stereo unspecified) do in these assays?
mHTT CaM bind: 24; Pf apPOL inh: 1

What do the screens show for `CC1CCCN(CC(O)COCC2CC3CCC2C3)C1` (stereo unspecified)?
mHTT CaM bind: -1; Pf apPOL inh: -4

Results for O=C(c1ccccc1)c1ccc(C(=O)N2CCOCC2)cc1 ?
mHTT CaM bind: 0; Pf apPOL inh: 1

Results for CCCCCCCCCn1cnc2c1c(=O)n(C)c(=O)n2C ?
mHTT CaM bind: -13

Results for Cc1cccc(C)c1NC(=O)c1cccc(Br)c1 ?
mHTT CaM bind: -3; Pf apPOL inh: -4

Results for COc1cccc(C(CNC(=O)C(=O)Nc2ccon2)N2CCOCC2)c1 (stereo unspecified) ?
mHTT CaM bind: -8; Pf apPOL inh: -9

What do the screens show for `COc1ccc(Oc2c(C(F)(F)F)oc3c(CN4CCCCC4)c(O)ccc3c2=O)cc1`?
mHTT CaM bind: 1&1; Pf apPOL inh: 4&-8

How did Cc1ccc(N2CCC(NC(=O)NC(C)C)C2=O)cc1 (stereo unspecified) do in these assays?
mHTT CaM bind: -6; Pf apPOL inh: 3

How did CCOc1ccc(CNC(=O)C2c3ccccc3CC(=O)N2CC)cc1 (stereo unspecified) do in these assays?
mHTT CaM bind: 0; Pf apPOL inh: -2

What do the screens show for `CCOc1ccccc1NC(=O)c1ccc2c(c1)C(=O)N(C(C)(C)C)C2=O`?
mHTT CaM bind: 4; Pf apPOL inh: 1

What do the screens show for `Cc1ccc(-c2cccc(C3CC=CC4C3C(=O)N(Cc3ccccc3)C4c3cc(C)ccc3F)c2)cc1` (stereo unspecified)?
mHTT CaM bind: 4; Pf apPOL inh: 2

What do the screens show for `Cc1[nH]c2c(c1C)C(=O)CC(C)(C)C2`?
mHTT CaM bind: 68*

Results for Nc1cc(N)nc(SCCOc2ccccc2)n1 ?
mHTT CaM bind: 9; Pf apPOL inh: -2

How did CN(C)CC/C=C1\c2ccccc2COc2ccccc21 do in these assays?
Pf apPOL inh: 3

Results for COc1ccc(Br)cc1/C=C1/SC(=Nc2ccccc2)NC1=O ?
mHTT CaM bind: 19; Pf apPOL inh: -3

How did Cc1cc(Nc2ccc(F)c(Cl)c2)nc(-n2cc([N+](=O)[O-])cn2)n1 do in these assays?
mHTT CaM bind: 15; Pf apPOL inh: -1

Results for COc1ccc2oc(=O)c(C(=O)NCCOC34CC5CC(CC(C5)C3)C4)cc2c1 ?
mHTT CaM bind: 3; Pf apPOL inh: -5

How did O=C(O)CCCc1nc(-c2cccc([N+](=O)[O-])c2)no1 do in these assays?
Pf apPOL inh: 3

Results for O=C(CSCc1ccc([N+](=O)[O-])cc1)Nc1ccc(F)cc1 ?
mHTT CaM bind: 4; Pf apPOL inh: -14

How did O=S1(=O)c2ccc(N3CC[C@H](O)C3)cc2O[C@H]2CCN1C2 do in these assays?
mHTT CaM bind: -14; Pf apPOL inh: 0

What do the screens show for `Nc1ccccc1-c1nnc(SCc2ccccc2Cl)[nH]c1=O`?
mHTT CaM bind: 16&3; Pf apPOL inh: 6&-4

What do the screens show for `O=c1/c(=C/c2cccc([N+](=O)[O-])c2)sc2nnc(-c3ccccc3Cl)n12`?
mHTT CaM bind: -2; Pf apPOL inh: 0

Results for COc1ccc(-n2cnc3c(oc4ccccc43)c2=O)cc1 ?
mHTT CaM bind: -1; Pf apPOL inh: -2

How did COc1ccc(-c2nnc(-c3ccc(OC)cc3)o2)cc1 do in these assays?
mHTT CaM bind: -8; Pf apPOL inh: -1

What do the screens show for `COC(=O)C(CC(C)C)NS(=O)(=O)c1ccccc1Br` (stereo unspecified)?
mHTT CaM bind: -62; Pf apPOL inh: 0

How did CCC(C)N(C(=O)C1CCCO1)C(C)CC (stereo unspecified) do in these assays?
mHTT CaM bind: 1; Pf apPOL inh: 3

How did CCOC(=O)N1CCC(N2CCN(c3ccccc3)CC2)CC1 do in these assays?
mHTT CaM bind: 5; Pf apPOL inh: 6

How did O=[N+]([O-])c1ccc(C2Nc3ccc(Cl)cc3C(c3ccccc3)O2)cc1 (stereo unspecified) do in these assays?
mHTT CaM bind: 82*; Pf apPOL inh: -5

How did CC(C)CNC(=O)c1c2c(nc3ccc(F)cc13)CCC2 do in these assays?
mHTT CaM bind: 9; Pf apPOL inh: -1

How did O=C(CC1CCN(C(=O)c2ccccc2)CC1)NCCCN1CCOCC1 do in these assays?
mHTT CaM bind: -2; Pf apPOL inh: -6

Results for Cc1cc(C)n2c(SCc3ccc(C(=O)c4ccccc4)cc3)nnc2n1 ?
mHTT CaM bind: 4; Pf apPOL inh: 0

How did CCOc1ccc(N2CCN(C(=O)C3CC3)C(C)C2=O)cc1 (stereo unspecified) do in these assays?
mHTT CaM bind: -8; Pf apPOL inh: -1

What do the screens show for `O=C(CCc1ccccc1)Nc1ncc(S(=O)(=O)c2ccc([N+](=O)[O-])cc2)s1`?
mHTT CaM bind: 1; Pf apPOL inh: -4

What do the screens show for `CCCCC1(C)OC(=O)C(=Cc2ccc(-c3ccc(Cl)c(C(=O)O)c3)o2)C(=O)O1` (stereo unspecified)?
mHTT CaM bind: 18; Pf apPOL inh: 8

What do the screens show for `CCNC(=O)C1=CCN(C(=O)c2ccc(F)cc2)CC1`?
mHTT CaM bind: -2; Pf apPOL inh: -3

16 entries already listed, arranged by SMILES length, falling:
What do the screens show for `CCCCC1(C)OC(=O)C(=Cc2ccc(-c3ccc(Cl)c(C(=O)O)c3)o2)C(=O)O1` (stereo unspecified)?
mHTT CaM bind: 18; Pf apPOL inh: 8

What do the screens show for `O=C(CCc1ccccc1)Nc1ncc(S(=O)(=O)c2ccc([N+](=O)[O-])cc2)s1`?
mHTT CaM bind: 1; Pf apPOL inh: -4

What do the screens show for `O=c1/c(=C/c2cccc([N+](=O)[O-])c2)sc2nnc(-c3ccccc3Cl)n12`?
mHTT CaM bind: -2; Pf apPOL inh: 0

Results for COc1ccc2oc(=O)c(C(=O)NCCOC34CC5CC(CC(C5)C3)C4)cc2c1 ?
mHTT CaM bind: 3; Pf apPOL inh: -5

How did O=[N+]([O-])c1ccc(C2Nc3ccc(Cl)cc3C(c3ccccc3)O2)cc1 (stereo unspecified) do in these assays?
mHTT CaM bind: 82*; Pf apPOL inh: -5

How did O=S1(=O)c2ccc(N3CC[C@H](O)C3)cc2O[C@H]2CCN1C2 do in these assays?
mHTT CaM bind: -14; Pf apPOL inh: 0

Results for Cc1cc(C)n2c(SCc3ccc(C(=O)c4ccccc4)cc3)nnc2n1 ?
mHTT CaM bind: 4; Pf apPOL inh: 0

Results for O=C(CSCc1ccc([N+](=O)[O-])cc1)Nc1ccc(F)cc1 ?
mHTT CaM bind: 4; Pf apPOL inh: -14

How did O=C(O)CCCc1nc(-c2cccc([N+](=O)[O-])c2)no1 do in these assays?
Pf apPOL inh: 3

Results for COc1ccc(Br)cc1/C=C1/SC(=Nc2ccccc2)NC1=O ?
mHTT CaM bind: 19; Pf apPOL inh: -3

How did CCOc1ccc(N2CCN(C(=O)C3CC3)C(C)C2=O)cc1 (stereo unspecified) do in these assays?
mHTT CaM bind: -8; Pf apPOL inh: -1

What do the screens show for `Nc1ccccc1-c1nnc(SCc2ccccc2Cl)[nH]c1=O`?
mHTT CaM bind: 16&3; Pf apPOL inh: 6&-4

How did CCOC(=O)N1CCC(N2CCN(c3ccccc3)CC2)CC1 do in these assays?
mHTT CaM bind: 5; Pf apPOL inh: 6

What do the screens show for `CCNC(=O)C1=CCN(C(=O)c2ccc(F)cc2)CC1`?
mHTT CaM bind: -2; Pf apPOL inh: -3

How did CN(C)CC/C=C1\c2ccccc2COc2ccccc21 do in these assays?
Pf apPOL inh: 3

How did CCC(C)N(C(=O)C1CCCO1)C(C)CC (stereo unspecified) do in these assays?
mHTT CaM bind: 1; Pf apPOL inh: 3

Part of the list above in order of heavy-atom count, largest number first:
Results for Cc1cc(C)n2c(SCc3ccc(C(=O)c4ccccc4)cc3)nnc2n1 ?
mHTT CaM bind: 4; Pf apPOL inh: 0

How did Cc1cc(Nc2ccc(F)c(Cl)c2)nc(-n2cc([N+](=O)[O-])cn2)n1 do in these assays?
mHTT CaM bind: 15; Pf apPOL inh: -1

How did CCOC(=O)N1CCC(N2CCN(c3ccccc3)CC2)CC1 do in these assays?
mHTT CaM bind: 5; Pf apPOL inh: 6

The listing continues:
How did CC(=O)Nc1ccc(NC(=O)CCC2CCCCC2)cc1 do in these assays?
mHTT CaM bind: 1; Pf apPOL inh: -6

How did COc1ccc(NC(=O)C2CCCN(c3nnc4cccc(C)n34)C2)cc1 (stereo unspecified) do in these assays?
mHTT CaM bind: 4; Pf apPOL inh: -3

Results for O=S(=O)(Nc1ccc(F)c(Cl)c1)c1cc(Cl)ccc1Cl ?
mHTT CaM bind: -8; Pf apPOL inh: -1

What do the screens show for `Nc1cccc(NC(=O)c2cc(F)c(F)cc2Cl)c1`?
mHTT CaM bind: 4; Pf apPOL inh: -1

Results for O=C1c2[nH]nc(-c3ccccc3)c2C(c2ccc3c(c2)OCO3)N1c1ccccc1 (stereo unspecified) ?
mHTT CaM bind: 45; Pf apPOL inh: -2

What do the screens show for `Cc1ccc2c(c1)C(=O)NC1(CCN(C(=O)c3ccc(Cl)cc3)CC1)N2C`?
mHTT CaM bind: 5; Pf apPOL inh: 5

Results for O=C(NC1CCS(=O)(=O)C1)c1ccc(C(=O)c2ccccc2)cc1 (stereo unspecified) ?
mHTT CaM bind: -10; Pf apPOL inh: -9

Results for Cc1ccc(NC(=O)Cn2ccc3ccn(C)c3c2=O)cc1F ?
mHTT CaM bind: 2; Pf apPOL inh: -5

Results for COCCCn1c(-c2ccc(Cl)cc2)cc(-c2cccs2)c1-c1ccccc1 ?
Pf apPOL inh: 0

How did C=CCN(CN1C(=O)C2C3C=CC(C3)C2C1=O)CN1C(=O)C2C3C=CC(C3)C2C1=O (stereo unspecified) do in these assays?
mHTT CaM bind: 4; Pf apPOL inh: -1

Results for Cc1ccc(NC(=O)c2cc(NC(=O)c3ccco3)ccc2N2CCCCC2)cc1 ?
mHTT CaM bind: 4; Pf apPOL inh: -2
